Screening data: PubChem BioAssay, several laboratories
Tat transport: E. coli Tat transport inhibition | 340,000 compounds, 0.036% hits | inhibition, % at 10 µM | E. coli MC4100 TorA-mCherry Tat export, fluorescence;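 active = mean replicate inhibition at least 50% and at least half of replicates individually reaching 50%; inconclusive = only one of the two criteria met; inactive = neither criterion met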;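 also: exported cargo escapes ClpAP degradation while cytoplasmic cargo is degraded and loses fluorescence; 0% = median of neutral control wells and 100% = median of NaSCN control wells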
PvdQ inh: P. aeruginosa PvdQ acylase inhibition; purified PvdQ acylase, fluorescence plate reader; inhibition, % at 10 µM; 340,000 compounds, 0.063% hits; AID 488965; in the data active = inhibition above about 30%, passing the limit was not always enough; inconclusive = no clear call, values can overlap the other calls;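 also: 0% = vehicle neutral wells and 100% = reference inhibitor wells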
E coli growth: counter-screen for AddAB inhibitors: E. coli growth inhibition; E. coli V3065 growth, OD600 absorbance, 18 h; inhibition, % at 11.9 µM; 330,000 compounds, 0.27% hits; AID 449728;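 active = inhibition above the campaign's mean inhibition across all tested compounds plus 3 SD, cut at about 9.9% in these data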;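 also: uninfected addAB+ strain grown without phage in ampicillin broth; 0% = DMSO wells and 100% = ciprofloxacin 0.95 µg/ml wells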
phage Ecoli inh: E. coli growth loss with phage present; AID 651602; growth absorbance; 360,000 compounds, 0.26% hits; inhibition, % at 11.9 µM; in the data active = inhibition above about 11%
PfHsp90 yeast 2: reduces growth (ATP signal) of yeast expressing P. falciparum Hsp90; S. cerevisiae expressing PfHsp90, BacTiter-Glo ATP, 48 h; yeast lacking PDR1 and PDR3 efflux regulators; inhibition, % at 9.4 µM; 310,000 compounds, 0.32% hits; AID 504621;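 active = every replicate shows inhibition above about 80%, whatever the replicate mean, limit read from the data; inconclusive = mean inhibition reaches the set limit but some replicate falls short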;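 also: 0% = DMSO neutral controls and 100% = 20 µM radicicol positive controls; yeast relying on Plasmodium falciparum Hsp90 in place of its own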
DAGLB inhibitor: diacylglycerol lipase beta (human) inhibition. inhibition, % at 5.17 µM. 340,000 compounds, 0.059% hits. Q8NCG7. HEK293T DAGLB membrane lysate, EnzChek fluorogenic substrate; in the data active = inhibition above about 34%;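 also: 0% = enzyme with vehicle and 100% = wells lacking enzyme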
Target sequence (Q8NCG7 whole entry, looked up): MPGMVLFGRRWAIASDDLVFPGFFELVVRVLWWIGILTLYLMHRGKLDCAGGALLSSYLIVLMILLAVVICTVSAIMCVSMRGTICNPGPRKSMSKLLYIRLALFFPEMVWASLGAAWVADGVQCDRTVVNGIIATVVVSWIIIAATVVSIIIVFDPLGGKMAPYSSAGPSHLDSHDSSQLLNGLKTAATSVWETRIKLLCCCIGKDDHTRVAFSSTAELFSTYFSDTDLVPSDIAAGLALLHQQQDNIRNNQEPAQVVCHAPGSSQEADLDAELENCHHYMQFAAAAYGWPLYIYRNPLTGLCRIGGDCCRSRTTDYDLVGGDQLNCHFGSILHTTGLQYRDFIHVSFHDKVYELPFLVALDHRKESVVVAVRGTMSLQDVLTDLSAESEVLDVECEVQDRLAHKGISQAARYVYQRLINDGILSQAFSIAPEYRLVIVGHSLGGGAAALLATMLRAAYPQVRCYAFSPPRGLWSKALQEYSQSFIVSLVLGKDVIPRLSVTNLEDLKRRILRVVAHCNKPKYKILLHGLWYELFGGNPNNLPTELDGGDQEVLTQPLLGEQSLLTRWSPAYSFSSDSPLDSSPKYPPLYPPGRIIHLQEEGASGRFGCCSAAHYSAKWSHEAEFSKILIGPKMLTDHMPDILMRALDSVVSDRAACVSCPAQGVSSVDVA
AddAB inh: less growth of phage-infected E. coli with AddAB | E. coli expressing H. pylori AddAB, absorbance growth | inhibition, % at 11.9 µM | 330,000 compounds, 0.29% hits | AID 435030; in the data active = inhibition above about 12%;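 also: 0% = vehicle wells of infected cells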
CAL PDZ FP: inhibitors of human CAL PDZ peptide binding; Q9HD26; purified CAL PDZ, TMR-peptide fluorescence polarization, 1 h; inhibition, % at 20 µM; 330,000 compounds, 0.02% hits;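 active = highest replicate inhibition of at least 40%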;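 also: plate controls were DMSO neutral control wells for no effect and unlabeled competitor peptide control wells for full effect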
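Material: tagged CAL PDZ protein CerCALP, purified; buffer or medium: sodium phosphate/NaCl buffer pH 7.4 with TCEP, IgG, Thesit; also added: fluorescent TMR peptide probe; schedule: 1 h incubation at room temperature before polarization reading; technique: fluorescence polarization from S- and P-plane intensities, G-factor corrected; control set: unlabelled peptide and DMSO controls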
Wnt act: activates Wnt/beta-catenin signaling in a reporter cell assay; 300,000 compounds, 1.2% hits; activation, % at 9.35 µM; activator, plate reader; AID 743398; in the data active = activation above about 30%, passing the limit was not always enough; inconclusive = no clear call, values can overlap the other calls;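 also: 0% = neutral control wells and 100% = positive control wells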
Rtt109 HAT inh: C. albicans Rtt109 histone acetyltransferase inhibition; Q5AAJ8; purified Rtt109/Vps75, ThioGlo CoA-SH fluorescence, 4 h; inhibition, % at 34.9 µM; 330,000 compounds, 0.16% hits; AID 540336;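 active = inhibition of at least 50% in every replicate; inconclusive = best replicate reaches 50% inhibition but some replicates fall short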
Target sequence (Q5AAJ8 whole entry, looked up): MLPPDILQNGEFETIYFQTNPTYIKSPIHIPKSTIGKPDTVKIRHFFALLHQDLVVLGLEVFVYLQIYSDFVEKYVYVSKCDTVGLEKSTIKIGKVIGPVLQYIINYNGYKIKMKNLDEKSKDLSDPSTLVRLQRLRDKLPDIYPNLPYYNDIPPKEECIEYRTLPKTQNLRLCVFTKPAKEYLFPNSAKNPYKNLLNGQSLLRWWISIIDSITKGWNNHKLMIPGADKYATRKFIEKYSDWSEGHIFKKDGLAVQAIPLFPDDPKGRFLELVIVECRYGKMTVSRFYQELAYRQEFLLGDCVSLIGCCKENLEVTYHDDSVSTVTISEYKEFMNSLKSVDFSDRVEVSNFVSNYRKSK
Active calls of the source: *; ? = inconclusive; · = not tested or not shown.

SMILES	Tat transport	PvdQ inh	E coli growth	phage Ecoli inh	PfHsp90 yeast 2	DAGLB inhibitor	AddAB inh	CAL PDZ FP	Wnt act	Rtt109 HAT inh
Nc1cc(S(=O)(=O)Nc2cc(Cl)ccc2Cl)ccc1N1CCOCC1	0.2	15.5	-2.4	1.7	1.8	1.6	0.1	-3.1	-3.6	44.0
CC(C)(C)c1ccc(C(=O)NCC(=O)N/N=C/c2cccs2)cc1	-2.0	1.9	-0.2	4.0	-6.9	-0.2	3.2	0.6	1.6	-1.3
COc1cc(NS(C)(=O)=O)c(OC)cc1NC(=O)c1ccccc1	-7.4	-2.3	1.5	2.9	·	-2.2	2.5	-0.3	-4.9	7.4
COc1ccc(CC(=O)Nc2ccc(C(C)=O)cc2)cc1	2.4	3.7	-0.7	2.1	-4.2	1.6	0.1	-2.1	0.0	3.7
COc1ccc(Cn2nnnc2C(c2ccncc2)N2CCOCC2)cc1 (stereo not drawn)	-5.4	-2.8	-1.4	1.7	10.4	-1.2	0.6	0.0	·	-4.9
Cc1nn(-c2ccccc2)c(C)c1C(=O)OCC(=O)c1c(N)n(CC(C)C)c(=O)n(C)c1=O	4.0	-10.4	-2.5	1.9	5.2	-0.7	-0.2	-1.8	-9.3	6.7
COc1ccc(-n2c(Cc3cccn3C)nnc2SCC(N)=O)cc1	2.6	-20.9	0.7	0.6	1.8	1.6	3.7	0.9	-4.3	1.6
CN(Cc1ccccc1)C(=O)c1ccc(NC(=O)Cc2ccc(NC(=O)C3CCCN(C(=O)C4CCC4)C3)cc2)cc1 (stereo not drawn)	-0.6	-10.0	·	2.5	4.2	-1.8	·	-1.1	-3.0	-7.3
COc1ccccc1NS(=O)(=O)c1ccc(N/N=C/C=C/c2ccccc2[N+](=O)[O-])c([N+](=O)[O-])c1	-2.3	7.8	-2.3	1.1	-2.9	7.9	1.0	-0.6	8.1	1.6
Cc1ccc(Cn2c(SCC(=O)NCc3ccco3)nc3ccsc3c2=O)cc1	0.7	-1.0	0.5	2.0	5.0	0.4	0.3	0.1	·	-1.3
Cc1sc2ncn(CC(=O)NCc3ccco3)c(=O)c2c1-c1ccccc1	0.7	-8.2	-1.5	4.1	-6.9	0.5	-1.6	-2.8	-2.1	-6.6
Cc1ccc(C(C(=O)NC2CCCCC2)N(Cc2ccco2)C(=O)Cc2c[nH]c3ccccc23)o1 (stereo not drawn)	9.6	0.1	-1.7	1.8	·	-5.7	0.8	-1.7	·	·
CCOc1ccc(CC(=O)NCCS(=O)(=O)N2CCN(c3ccccc3)CC2)cc1	2.0	-1.2	-1.8	2.9	-20.1	0.1	-0.9	1.1	-3.7	-2.2
COc1cccc(CN2CCN(Cc3cc(OC)c(OC)cc3OC)CC2)c1	-12.3	-12.6	-1.8	-1.1	-5.8	1.7	-1.6	-3.0	1.0	0.5
Cc1nn(CCOc2ccccc2)c(=O)n1-c1cccc(F)c1	-11.4	-10.9	-1.9	1.6	11.3	-3.3	-0.2	0.2	-0.5	3.2
COc1cc(OC)cc(C(=O)NCC(=O)OCC(=O)C(C)(C)C)c1	-9.9	-21.9	-0.6	3.5	10.0	-0.4	-0.6	-1.9	-1.8	5.6
CN1C(=O)/C(=C/c2ccco2)SC1=Nc1cccc(C(=O)O)c1	-8.2	-5.0	-2.1	·	-15.3	4.2	-2.8	·	·	5.2
c1ccc(Sc2ncnc3c2oc2ccccc23)cc1	11.4	-10.3	1.3	·	70.2	-5.9	1.6	-3.9	·	7.8
O=C(O)C=C1C2CC3CC(C2)CC1C3	-9.0	-8.8	0.5	-1.1	8.8	0.0	2.3	·	-2.3	1.6
c1ccc2c(c1)COC(CN1CCCCC1)OC2	2.8	-11.8	0.2	2.9	25.7	1.1	3.6	-2.6	-1.2	-20.3
CC1CCN(C(=O)COC(=O)c2ccc([N+](=O)[O-])o2)CC1	-18.1	-14.3	3.0	0.0	12.7	-0.5	0.7	0.7	0.5	5.9
O=C(Nc1ccccc1Oc1ccccc1)c1cc([N+](=O)[O-])ccc1Cl	18.6	-20.3	-0.9	1.5	-0.1	-4.8	-1.4	-2.5	-16.9	-6.1
Cc1occc1-c1nnc(SCC(=O)Nc2nccs2)n1Cc1ccco1	-1.9	-8.2	1.1	-0.6	-10.1	-0.9	0.7	-3.6	-11.8	0.8
Cc1ccccc1N1OC2C(=O)N(c3ccc(F)cc3)C(=O)C2C1c1ccccn1 (stereo not drawn)	2.5	-9.2	-0.6	3.2	0.4	0.5	-0.2	-3.7	·	-5.7
C/C(CCC1CC(C)OC1=O)=N\NC(N)=O (stereo not drawn)	·	·	2.1	0.6	·	·	3.1	·	0.1	·
COc1ccccc1N1C(=S)NC2CS(=O)(=O)CC21 (stereo not drawn)	-14.8	-6.6	2.4	-0.6	-10.8	0.1	2.6	-0.7	6.8	-11.9
CCCC(=O)Nc1sc(C)c(-c2ccc(C(C)CC)cc2)c1C#N (stereo not drawn)	-10.8	-7.3	0.3	·	17.5	-7.7	1.1	-0.7	-1.2	4.1
Cc1cccc(CC(=O)NCCN2CCCCC2)c1	2.9	-1.6	-1.2	3.1	3.0	-1.4	3.3	0.7	-0.8	-6.7
Cc1ccc(S(=O)(=O)Nc2ccccc2F)cc1C(=O)NNC(=O)c1ccccc1O	-2.5	-13.2	4.7	8.3	-4.6	6.2	6.0	0.2	-7.1	-2.6
COc1ccc(-n2c(=O)c3c4c(sc3n3c(=S)[nH]nc23)CCCC4)cc1	-5.9	2.5	-2.0	1.0	-28.3	2.2	4.5	-0.7	-1.2	·

9 structures already listed, arranged by count of non-hydrogen atoms, descending.
SMILES	Tat transport	PvdQ inh	E coli growth	phage Ecoli inh	PfHsp90 yeast 2	DAGLB inhibitor	AddAB inh	CAL PDZ FP	Wnt act	Rtt109 HAT inh
Cc1occc1-c1nnc(SCC(=O)Nc2nccs2)n1Cc1ccco1	-1.9	-8.2	1.1	-0.6	-10.1	-0.9	0.7	-3.6	-11.8	0.8
COc1ccc(-n2c(=O)c3c4c(sc3n3c(=S)[nH]nc23)CCCC4)cc1	-5.9	2.5	-2.0	1.0	-28.3	2.2	4.5	-0.7	-1.2	·
CCCC(=O)Nc1sc(C)c(-c2ccc(C(C)CC)cc2)c1C#N (stereo not drawn)	-10.8	-7.3	0.3	·	17.5	-7.7	1.1	-0.7	-1.2	4.1
CN1C(=O)/C(=C/c2ccco2)SC1=Nc1cccc(C(=O)O)c1	-8.2	-5.0	-2.1	·	-15.3	4.2	-2.8	·	·	5.2
CC1CCN(C(=O)COC(=O)c2ccc([N+](=O)[O-])o2)CC1	-18.1	-14.3	3.0	0.0	12.7	-0.5	0.7	0.7	0.5	5.9
c1ccc(Sc2ncnc3c2oc2ccccc23)cc1	11.4	-10.3	1.3	·	70.2	-5.9	1.6	-3.9	·	7.8
COc1ccccc1N1C(=S)NC2CS(=O)(=O)CC21 (stereo not drawn)	-14.8	-6.6	2.4	-0.6	-10.8	0.1	2.6	-0.7	6.8	-11.9
c1ccc2c(c1)COC(CN1CCCCC1)OC2	2.8	-11.8	0.2	2.9	25.7	1.1	3.6	-2.6	-1.2	-20.3
C/C(CCC1CC(C)OC1=O)=N\NC(N)=O (stereo not drawn)	·	·	2.1	0.6	·	·	3.1	·	0.1	·

Further records:
SMILES	Tat transport	PvdQ inh	E coli growth	phage Ecoli inh	PfHsp90 yeast 2	DAGLB inhibitor	AddAB inh	CAL PDZ FP	Wnt act	Rtt109 HAT inh
COc1cccc(-c2sc3ccc(OC)cc3c2-c2ccc(OCCN3CCCCC3)cc2)c1	4.6	-2.6	-0.5	·	23.0	-1.5	-0.4	-0.9	·	-0.3
CCOc1cc(C(=O)N2CCC(CC3CC(c4ccccc4)=NO3)(C(=O)NCc3ccc(OC)cc3)CC2)cc(OCC)c1OCC (stereo not drawn)	3.9	-9.2	-3.0	-0.4	·	0.3	-0.1	-1.3	8.6	9.4
O=C1CC(c2ccc3ccccc3c2)NN1 (stereo not drawn)	-4.2	-20.8	0.1	3.4	-31.3	10.1	1.0	-1.5	-12.0	23.7
Cc1ccc(SC(CC(=O)c2ccc(C(C)(C)C)cc2)C(=O)O)cc1 (stereo not drawn)	-1.6	-10.6	-3.5	3.4	72.8	·	0.2	-0.2	-2.9	142.2*
CCOC(=O)c1cccc(Nc2nc(C)cc(C)n2)c1	13.1	-23.7	0.0	2.1	-16.5	-3.6	4.4	-0.4	·	-6.4
O=C1CN(S(=O)(=O)c2cccc(Cl)c2Cl)c2ccccc2N1	10.8	-6.0	-0.8	0.8	14.6	4.0	4.1	-2.8	1.6	3.4
Cc1cc2ccccn2c1C(=O)c1ccc(Cl)cc1	-2.7	-8.4	2.2	3.4	·	-3.2	0.8	·	·	-5.1
Cc1c(C(=O)NC(C)c2ccc(-n3ccnc3)cc2)cccc1[N+](=O)[O-] (stereo not drawn)	-0.7	-9.0	2.1	-0.7	-12.1	-4.0	3.0	-0.2	-0.9	6.1
CCOC(=O)C1=C(c2ccccc2)N=c2s/c(=C\c3cc(OC)c(OC)c(OC)c3)c(=O)n2C1c1cccs1 (stereo not drawn)	-4.0	12.4	-4.5	2.1	-7.3	-16.4	-2.3	1.0	·	6.1
CCSc1nc2cc(S(=O)(=O)N3CCOCC3)ccc2o1	3.6	-16.1	-1.5	-0.1	8.6	-2.2	-0.3	1.2	-1.3	-1.2
O=C(Nc1ccc(-c2csc(Nc3ccc(Cl)cc3)n2)cc1)c1cccc(C(F)(F)F)c1	·	·	-2.3	3.3	·	·	-2.2	·	-5.6	·
Cc1cccc2c3nc4ccccc4nc3n(C)c12	8.2	-3.6	-2.8	3.1	-35.9	-4.3	1.1	-4.2	9.2	5.6
Cc1cc2nc(/C(C#N)=C\c3ccc(-c4ccccc4C(=O)O)o3)[nH]c2cc1C	-0.7	5.6	0.7	0.3	-11.8	-6.9	3.6	0.0	2.6	-8.6
CC1CCCN(C(=O)CN2C(=O)c3ccccc3S2(=O)=O)C1 (stereo not drawn)	-9.3	-5.0	1.8	3.3	·	0.4	3.5	-0.1	?	-9.4
Cc1cc(Cl)c2oc(C(=O)N(C)C(C)c3ccccn3)c(C)c2c1 (stereo not drawn)	-1.9	-0.1	0.0	3.7	-12.1	-11.8	1.1	-1.8	8.4	-9.7
Cc1cc(OCC(=O)NCCCN(C)C)cc(C)c1Br	2.7	-2.8	-0.5	1.7	3.4	-2.5	0.0	·	0.5	8.7
OC(COc1ccc(Br)cc1)Cn1ccnc1 (stereo not drawn)	4.9	-7.4	2.3	2.6	5.3	-0.6	1.2	-2.3	-0.3	·
COc1ccc(C(=O)N(C)C2CCCCC2)cc1OC1CCN(C(C)C)CC1	4.0	-11.4	-2.6	2.2	·	0.9	0.4	-1.0	-3.1	5.3
CCOc1ccc(NC(=O)CSc2ccc3nnc(-c4cccnc4)n3n2)cc1	1.9	-2.6	-0.2	2.6	-4.4	1.2	-0.6	-1.9	-1.4	7.3
Clc1ccc(OCCSCc2nc3ccccc3[nH]2)cc1	-2.6	-5.4	3.2	2.9	-19.3	-5.9	2.9	-0.4	·	7.9
